HTT aggregate = inhibitors of mutant huntingtin aggregate formation in PC12 cells | AID 1688 | Potency, µM (doses to about 46.1 µM), for the others: at the highest dose activity change, negative = inhibition, hits mostly inhibitors | PC12 HttQ103-GFP aggregates, Acumen cytometry, 40 h | hit rate 1.1% among 220,000; also: % is scaled to controls: 0 for no effect and ±100 for the full control effect; nearly all actives have a fitted effect of over 60% in size
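Quantitative HTS on tebufenozide-induced (100 nM) PC12 cells stably expressing polyQ103 Huntingtin exon 1–GFP. Reduction of bright GFP aggregates, detected by laser scanning cytometry after lysis, identified actives across the titration.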
IMPase Li cell = membrane-permeable IMPase blocker, potentiated with lithium. Potency, µM (series often up to 59.4 µM), for the others: at the top dose activity, negative = IMPase inhibition, actives largely listed as inhibitors. hit rate 0.35% among 210,000. CHO-M1 cells, IP1 TR-FRET (IP-One), carbachol + lithium;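 also: IP1 builds up when IMPase is blocked and the TR-FRET signal falls; plate controls were basal vehicle for no effect and high inhibitor control for full effect; nearly all actives have a fitted effect of over 50% in size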
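IP1 accumulation measured by competitive TR-FRET in lysed CHO-M1 cells after 30 min compound exposure at 37C, with a small lithium addition to potentiate weak responses. Hill-equation AC50 from ratio and donor-channel data.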
RGS12 GoLoco inh = inhibitors of human Gai1-RGS12 GoLoco interaction (red fluorophore); AID 880; Potency, µM (doses to about 61.6 µM), without a hit: at the top dose activity, negative = inhibition, most hits filed as inhibitors; P63096; Gai1:RGS12 GoLoco peptide FP, rhodamine, 10 min; hit rate 0.44% among 230,000; active = well fitted inhibition curve with a large enough effect, not every such curve was filed as active; inactive = no such curve, though single readings can be large or run the other way; also: % is scaled to controls: 0 for no effect and ±100 for the full control effect; nearly all actives have a fitted effect of over 30% in size; many of its hits are not listed in these tables
Target sequence (P63096 whole entry, looked up): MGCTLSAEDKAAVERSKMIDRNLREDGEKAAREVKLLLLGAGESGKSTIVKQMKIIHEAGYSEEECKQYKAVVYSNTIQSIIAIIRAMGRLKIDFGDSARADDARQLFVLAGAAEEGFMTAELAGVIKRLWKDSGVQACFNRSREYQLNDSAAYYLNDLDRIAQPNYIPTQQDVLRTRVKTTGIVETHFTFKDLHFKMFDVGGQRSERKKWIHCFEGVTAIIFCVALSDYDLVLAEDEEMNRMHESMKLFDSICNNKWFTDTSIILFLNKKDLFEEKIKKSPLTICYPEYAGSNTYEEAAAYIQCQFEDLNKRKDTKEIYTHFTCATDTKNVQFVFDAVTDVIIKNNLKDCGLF
HTT ATP protect = cytoprotection in Huntington HTT-Q103 PC12 cell model; PC12 HTT-Q103 induced, cytoprotection, ATP luminescence, 40 h; Potency, µM (doses to about 56.4 µM), for the others: cytoprotection (ATP increase), hits mostly activators; hit rate 0.14% among 230,000; AID 1471;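 also: % of control where 0% means no effect; nearly all actives have a fitted effect of over 45% in size; toxic huntingtin expression switched on by the ecdysone agonist tebufenozide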
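PC12 cells stably carrying ecdysone-inducible Htt exon 1 (Q103)–GFP were induced with 100 nM tebufenozide (final) alongside library compounds in a dose series. Cytoprotection was scored as retained ATP by ATPlite luminescence.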
GAA spleen mod = inhibits or activates alpha-glucosidase in human spleen homogenate; P10253; human spleen homogenate, 4-MU-alpha-glucoside fluorescence; Potency, µM (titrated, usually from 79.9 µM), for the others: at the top dose activity change, negative = inhibition, actives largely listed as inhibitors; hit rate 0.006% among 240,000;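 also: 0% = enzyme with vehicle and -100% = no enzyme basal signal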
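AC50 values come from Hill-equation fits of concentration-response data, normalized to no-enzyme and full-activity controls. Enzyme source: 1 ug human spleen homogenate; 1 mM fluorogenic 4-MU glucoside, pH 5.0 citrate buffer, 37 C, 40 min.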
GAA glycogen = alters human alpha-glucosidase cleavage of glycogen | recombinant GAA, glycogen substrate, Amplex Red glucose oxidase fluorescence | Potency, µM (highest dose often 76.4 µM), for the others: at the highest dose activity change, negative = inhibition, actives largely listed as inhibitors | hit rate 0.38% among 300,000 | AID 2100;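 also: 0% = full enzyme reaction and -100% = no-enzyme basal signal; the screen sought inhibitors and activators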
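Recombinant enzyme (4 nM final) with compounds titrated up to 77 uM and bovine liver glycogen (30 ug) in citrate pH 5.0, 0.01% Tween-20, 37 C 40 min. Released glucose detected by Amplex Red/glucose oxidase (Ex 573/Em 610); AC50 from Hill fits.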
GAA inhib = alpha-glucosidase (human) inhibition | Potency, µM (series often up to 76.9 µM), for the others: at the top dose activity change, negative = inhibition, actives largely listed as inhibitors | hit rate 0.005% among 200,000 | P10253 | purified human GAA, 4-MU-alpha-glucoside fluorescence;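 also: plate controls were uninhibited enzyme wells for no effect and no-enzyme background for full effect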
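qHTS format, compound range up to 77 uM. Human lysosomal enzyme at 4 nM, 400 uM 4-MU glucoside substrate, pH 5.0, 20 min room temperature; fluorescence after alkaline stop gives activity normalized to controls.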
* = called active by the depositor; u = inconclusive; x = no result given; [ ] = remark or other dose. Unless noted, calls follow the shape of the dose curve; as a rule, active = well fitted curve in the direction sought with a large enough effect; inconclusive = small, poorly fitted or top-dose-only effect, or another doubt; inactive = no such curve, though single readings can be large; an effect the other way counts as inactive or inconclusive. Potency is read from the fitted curve at half-maximal effect. Not all compounds are listed; the hit share may differ from the screen's.

SMILES | HTT aggregate | IMPase Li cell | RGS12 GoLoco inh | HTT ATP protect | GAA spleen mod | GAA glycogen | GAA inhib
CN(C(=O)COC(=O)/C=C/c1cccc([N+](=O)[O-])c1)C1CCS(=O)(=O)C1 (configuration not stated) | -8%[9.22 µM] | x | 5% | 12%[10 µM] | -1% | 12% | -17%
CCCNC(=O)c1ccc(S(N)(=O)=O)cc1 | 16%[9.22 µM] | x | 7% | 33%[10 µM] | 2% | 10% | -2%
CN(C)c1ncc2nc(-c3cccs3)c(=O)n(C[C@H]3CCCO3)c2n1 | x | 8% | 13% | -2% | 4% | x | x
O=C1NCCN(Cc2cccc(Oc3ccccc3)c2)C1CC(=O)N1CCCO1 (configuration not stated) | -1%[9.22 µM] | 3% | 13% | 27%[10 µM] | -1% | 8% | u
N#Cc1sc2nc(C3CC3)cc(-c3ccccc3)c2c1N | 6% | -10% | 5% | -6%[10 µM] | 3% | -8% | 0%
CCOC(=O)c1ccc(N2C(=O)C(CC(=O)NC)N(CCc3ccc(OC)c(OC)c3)C2=S)cc1 (configuration not stated) | 23% | 2% | -21% | -17%[10 µM] | 6% | -23% | -10%[15.4 µM]
Cc1ccc(C(=O)Nc2ccncc2)o1 | u | 0%[38.3 µM] | -9% | -6% | 1% | 4% | -7%
COc1ccc(C(=O)N/C(=C\c2cccc3ccccc23)C(=O)NCCc2c[nH]c3ccccc23)cc1OC | 6% | 14%[38.3 µM] | 4% | -19% | -24% | 10% | 6%
O=S(=O)([O-])CCC[n+]1c(/C=C\Nc2ccccc2)oc2ccc(-c3ccccc3)cc21 | -39%[9.22 µM] | -1% | 66%[activator] | 2%[10 µM] | 0% | -10% | -4%
CCOC(=O)c1oc2ccccc2c1NC(=O)CN1CCOCC1 | -27%[9.22 µM] | 13% | 4% | -20%[10 µM] | -3% | 2% | 4%
CCOC(CC(=O)NNC(=O)c1c(-c2ccccc2Cl)noc1C)OCC | 2%[9.22 µM] | x | 4% | 4%[10 µM] | 3% | 6% | x
O=C(O)/C=C/c1cnc2ccccc2c1 | 15% | -11% | 5% | x | 13% | -3% | -4%

Rewritten as labelled records: entries from further up.
mol: Cc1ccc(C(=O)Nc2ccncc2)o1
  HTT aggregate: u; IMPase Li cell: 0%[38.3 µM]; RGS12 GoLoco inh: -9%; HTT ATP protect: -6%; GAA spleen mod: 1%; GAA glycogen: 4%; GAA inhib: -7%

mol: COc1ccc(C(=O)N/C(=C\c2cccc3ccccc23)C(=O)NCCc2c[nH]c3ccccc23)cc1OC
  HTT aggregate: 6%; IMPase Li cell: 14%[38.3 µM]; RGS12 GoLoco inh: 4%; HTT ATP protect: -19%; GAA spleen mod: -24%; GAA glycogen: 10%; GAA inhib: 6%

mol: O=C1NCCN(Cc2cccc(Oc3ccccc3)c2)C1CC(=O)N1CCCO1 (configuration not stated)
  HTT aggregate: -1%[9.22 µM]; IMPase Li cell: 3%; RGS12 GoLoco inh: 13%; HTT ATP protect: 27%[10 µM]; GAA spleen mod: -1%; GAA glycogen: 8%; GAA inhib: u

mol: CCOC(=O)c1oc2ccccc2c1NC(=O)CN1CCOCC1
  HTT aggregate: -27%[9.22 µM]; IMPase Li cell: 13%; RGS12 GoLoco inh: 4%; HTT ATP protect: -20%[10 µM]; GAA spleen mod: -3%; GAA glycogen: 2%; GAA inhib: 4%

Carrying on:
SMILES | HTT aggregate | IMPase Li cell | RGS12 GoLoco inh | HTT ATP protect | GAA spleen mod | GAA glycogen | GAA inhib
c1ccc(CNn2c(N3CCOCC3)nc3ccccc32)cc1 | -17% | x | x | -24% | 3% | -2% | 3%
CON1C(=O)C(=O)N(OC)C2CCCCC21 (configuration not stated) | -2% | -4%[38.3 µM] | -9% | -11% | -6% | 1% | -2%
CCN(CC)S(=O)(=O)N1CCC(C(=O)NC2CCCc3ccccc32)CC1 (configuration not stated) | -18% | 8% | 0% | -9%[0.074 µM] | -1% | 2% | 5%
COc1ccc(CCn2ccc(O)c(Cc3ccc(Cl)cc3Cl)c2=O)cc1OC | -4%[9.22 µM] | 14% | 2% | -40% | -13% | -18% | u
NC(=O)c1cccc2ccccc12 | 9%[9.22 µM] | x | -1% | 6%[10 µM] | 8% | 7% | x
Nc1cc2sc(-c3ccc(C(=O)O)cc3)nc2cc1Cl | u | u | 12% | -32%[10 µM] | 4% | 6% | u
COc1ccccc1-c1noc(-c2cccs2)n1 | -6% | 3%[38.3 µM] | 10% | -25% | 1% | 9% | 6%
CCOC(=O)c1ccc(NC(=O)CSC(=S)N2CCOCC2)cc1 | 6% | -3% | 3% | -7%[10 µM] | 2% | 29% | u
O=[N+]([O-])c1ccc(-n2cnc3ccccc32)c([N+](=O)[O-])c1 | u | -21% | 9% | -12%[10 µM] | -5% | 9% | 0%
Cc1cccc(N2CCN(C(=O)c3ccc4nc(N5CCCCC5)sc4c3)CC2)c1C | 31%[9.22 µM] | x | 7% | 16%[10 µM] | -11% | -7% | x
O=C(Oc1ccccc1)N1CCC2(CCCN(c3ncccn3)C2)CC1 | x | -7% | 5% | -11% | -9% | x | x
C/C(Nc1ccc(Cl)cc1)=C(/C#N)C(N)=O | -5% | 15%[38.3 µM] | 5% | 1%[10 µM] | -5% | -6% | -4%
COc1cc(-c2c(C#N)c(N)nc(SCc3ccncc3)c2C#N)cc(OC)c1OC | -12%[9.22 µM] | 5%[38.3 µM] | 4% | -34% | 0% | -7% | -1%
CC(=O)c1cc(CN2C(=O)c3ccccc3C2=O)cs1 | 9% | 0%[38.3 µM] | -3% | -17% | -1% | 14% | -8%
Cc1ccc(NC(=O)N2CCC(C(=O)NCCC3=CCCCC3)CC2)cc1 | 12% | -6%[38.3 µM] | -1% | 12% | -2% | 10% | 0%
COc1ccc(Cc2noc(CN(C)Cc3ccc(-n4cccn4)cc3)n2)cc1OC | 4%[9.22 µM] | 12% | 5% | 5%[10 µM] | -16% | -13% | -1%
Cc1cccc(C(=O)N[C@H](C(=O)Nc2nnc(C3CC3)s2)C(C)C)c1 | 1% | 0% | -4% | -12%[10 µM] | -10% | -8% | 4%
CN1CC[C@@]2(CCCN(C(=O)c3cccn3C)C2)C1 | x | -5% | -1% | -36%[inhibitor] | -2% | x | x
CSCCC(NC(=O)C1CCC(C)CC1)C(=O)NCCN1CCOCC1 (configuration not stated) | -7% | x | x | -13% | 1% | 11% | -8%
COc1ccc(C(=O)NC(=S)Nc2cccc3nc(C)ccc23)cc1OC | -19%[9.22 µM] | x | 11% | -16%[10 µM] | 5% | -5% | x
O=C(O)c1cc2ccccc2c(=O)s1 | 6% | -20%[38.3 µM] | -3% | -6% | -7% | -2% | -5%
CCCCC(=O)Nc1ccccc1C(=O)N1CCOCC1 | -8% | 11% | -1% | 13%[10 µM] | -5% | 3% | -1%
CCOC(=O)C(CC)n1cnc2c(oc3ccccc32)c1=O (configuration not stated) | -8% | -3%[38.3 µM] | 12% | -2%[0.074 µM] | -5% | 8% | 0%
O=C(NCCOC(=O)c1ccc(C(=O)OCCNC(=O)c2ccccc2)o1)c1ccccc1 | 0% | -12%[38.3 µM] | -4% | -10% | 4% | -4% | -1%
CC(=O)N(CN1C(=O)c2ccc([N+](=O)[O-])cc2C1=O)c1cccc(C(=O)O)c1 | -1% | -5% | -2% | -27% | 7% | 6% | 7%
C=CCn1c(=O)c2ccccc2n2c(SCC(=O)/C(C#N)=C(\C)N)nnc12 | -31% | -7%[38.3 µM] | 2% | 13% | -6% | -2% | -1%
C(=N\Nc1nc2ccccc2[nH]1)/c1ccccc1 | 24%[9.22 µM] | 11% | 18% | u | -15% | u | -2%
CCOC(=O)C1(CC2CC2)CCN(Cc2cn[nH]c2-c2cccc(F)c2)CC1 | -2%[9.22 µM] | 3% | -4% | 12%[10 µM] | 1% | -6% | x
CCCCNC(=O)Nc1ncn[nH]1 | -15%[9.22 µM] | x | 5% | 7%[10 µM] | 2% | 7% | x
O=C(O)Cc1cc(C(=O)Nc2ccc(Br)cc2)sc1-c1ccccc1 | u | -22% | 2% | x | -4% | 0% | -5%
Cc1sc(NC(=O)c2ccco2)c(CN2CCN(Cc3ccccc3)CC2)c1C | u | 28% | 8% | -76%[inhibitor] | -4% | u | -5%
COc1ccc(N2CCN(C(c3cccs3)C(C)NS(C)(=O)=O)CC2)cc1 (configuration not stated) | -21% | -1% | -5% | -7% | -3% | 9% | 3%
COc1ccc(C(=O)N2CCCC(C(=O)N3CCCCCC3)C2)cc1 (configuration not stated) | 7% | 29%[38.3 µM] | 4% | -6% | 0% | -12% | -2%
CC(=O)N1c2ccccc2C2(O)N=C(C)SC12 (configuration not stated) | -10% | 54%[activator] | 7.9µM* | 0%[10 µM] | -1% | u | -7%
CCC(=O)Nc1ccc(OC)cc1OC | 0% | 20%[38.3 µM] | 20% | -5%[0.074 µM] | 2% | -8% | 0%
c1coc(CN=C2NC(=NCc3ccco3)c3ccccc32)c1 | -2% | 24%[38.3 µM] | 65%[activator] | -22% | -5% | -8% | -2%
CCn1c(CNC(=O)c2cccc(C)c2)nnc1SCC(=O)NC1CCCCC1C (configuration not stated) | -10% | 2%[38.3 µM] | 7% | -27% | -1% | -13% | -3%
O=C(N[C@@H](CO)[C@@H](O)c1ccc([N+](=O)[O-])cc1)C(Cl)Cl | x | 3% | 2%[21.6 µM] | u | -10%[29.1 µM] | x | x
Cc1cc(S(=O)(=O)NCCCN2CCOCC2)ccc1F | 12% | 4%[38.3 µM] | 7% | -12% | 2% | -3% | 1%
COc1ccc(C2CC(=O)Oc3cc(OC)c(OC)c(OC)c32)cc1 (configuration not stated) | x | 17% | 9%[88.7 µM] | -29% | -14%[119 µM] | x | x
O=C(NC(Cc1ccccc1)C(=O)O)/C(=C/c1ccco1)NC(=O)c1cccc([N+](=O)[O-])c1 (configuration not stated) | -7% | 8% | -10% | -30% | -8% | 0% | 0%
Cn1cc(C(=O)NCc2ccc(F)cc2)cn1 | 0% | 0% | 0% | u | 0% | 7% | -1%
CCNC(=S)N1CCN(C(=O)C(Cc2ccccc2)NC(C)=O)CC1 (configuration not stated) | -6% | -3% | 0% | -15% | -5% | 4% | -3%
CCOC(=O)c1c(C)c(C(=O)NCc2cccnc2)c(C)n1C | 6% | 7%[38.3 µM] | -2% | -7% | -1% | -9% | 1%
Cc1noc(C)c1C(=O)N1CCN(S(=O)(=O)c2ccc(F)cc2)CC1 | 11% | -1% | 6% | -18%[10 µM] | 5% | 13% | -6%
Fc1ccc(-n2cc(-c3ccccc3)[n+]3c2SCC3)cc1 | -30% | 18% | 5% | 4%[10 µM] | 0% | -23% | 4%
Cc1nc(N/N=C/c2ccccn2)sc1C | u | 9% | 3% | -69%[inhibitor][10 µM] | -2% | -12% | -9%

High-throughput results (PubChem)
